Mtb FBA inh: Mtb FBA enzyme inhibitors, primary screen, biochemical, fluorescence, strain H37Rv; Fructose-bisphosphate aldolase (Mycobacterium tuberculosis (strain ATCC 25618 / H37Rv)), …; purified M. tuberculosis FBA, fluorescence read-out; inhibition, % at 1 µM; 2.3% of 360,000 active; AID 588726, 2011; in the data active = inhibition above about 27%;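 also: 0% = vehicle and 100% = reference inhibitor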
Target sequence (P9WQA3 whole entry, looked up): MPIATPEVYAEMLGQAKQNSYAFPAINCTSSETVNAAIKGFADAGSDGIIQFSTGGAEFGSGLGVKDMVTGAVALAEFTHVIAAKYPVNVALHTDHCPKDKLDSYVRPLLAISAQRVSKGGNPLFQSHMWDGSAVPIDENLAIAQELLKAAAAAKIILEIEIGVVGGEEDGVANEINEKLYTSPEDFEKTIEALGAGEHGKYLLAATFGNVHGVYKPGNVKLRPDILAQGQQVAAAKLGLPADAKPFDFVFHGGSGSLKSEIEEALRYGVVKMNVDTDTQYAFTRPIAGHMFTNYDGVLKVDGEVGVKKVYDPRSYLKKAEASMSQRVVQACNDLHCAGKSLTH
MazEF act: activators of E. coli MazEF toxin-antitoxin RNase, primary screen, biochemical, fluorescence, uHTS; FAM/BHQ RNA-DNA oligo cleavage fluorescence, 5 h; activation, % at 20 µM; 0.32% of 350,000 active; AID 504720, 2011; in the data active = activation above about 50%
Target sequence (P0AE70 whole entry, looked up): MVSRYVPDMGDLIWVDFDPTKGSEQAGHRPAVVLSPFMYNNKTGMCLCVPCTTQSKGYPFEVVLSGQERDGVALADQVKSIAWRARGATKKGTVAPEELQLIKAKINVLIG
BoNT-F LC inh: BoNT/F light chain protease inhibitors, primary screen, biochemical, flow cytometry, MLPCN library; Botulinum neurotoxin type F light chain protease (Clostridium botulinum); Multiplex microsphere protease cleavage assay; inhibition, % at 10 µM; 0.22% of 360,000 active; AID 588497, 2011; in the data active = inhibition above about 35%, passing the limit was not always enough; also: plate controls were buffer without enzyme for full effect and enzyme alone for no effect
UGM FP inh: M. tuberculosis UGM enzyme inhibitors, primary screen, biochemical, fluorescence polarization, single point; UDP-galactopyranose mutase (Mycobacterium tuberculosis (strain ATCC 25618 / H37Rv)), …; 0.06% of 320,000 active; inhibition, % at 10 µM; purified UGM, fluorescence polarization probe displacement; AID 504406, 2011; in the data active = inhibition above about 10%, passing the limit was not always enough
Target sequence (P9WIQ1 whole entry, looked up): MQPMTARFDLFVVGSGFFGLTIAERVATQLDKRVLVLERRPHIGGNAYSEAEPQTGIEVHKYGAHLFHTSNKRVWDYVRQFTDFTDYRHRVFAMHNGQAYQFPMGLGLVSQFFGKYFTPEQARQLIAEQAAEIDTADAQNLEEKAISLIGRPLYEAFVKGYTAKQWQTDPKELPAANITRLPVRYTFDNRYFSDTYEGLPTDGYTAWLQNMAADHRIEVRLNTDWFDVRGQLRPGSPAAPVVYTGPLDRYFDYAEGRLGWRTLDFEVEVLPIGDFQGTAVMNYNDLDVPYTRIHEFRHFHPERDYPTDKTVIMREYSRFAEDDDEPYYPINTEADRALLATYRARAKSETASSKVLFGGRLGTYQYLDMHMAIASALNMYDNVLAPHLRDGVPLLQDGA
GDH-TPI inh: GDH-TPI coupling enzyme inhibitors, primary screen, artefact control for M. tuberculosis FBA inhibitor project, biochemical, absorbance, full deck; GDH-TPI coupled enzyme counterscreen, NADH absorbance; inhibition, % at 4.8 µM; 1.2% of 360,000 active; AID 588335, 2011; in the data active = inhibition above about 30%;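 also: 0% = DMSO wells and 100% = wells lacking the enzyme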
FadD28 binding: inhibitors of FadD28 bisubstrate probe binding, primary screen, biochemical, fluorescence polarization, single point. 0.22% of 360,000 active. inhibition, % at 12.5 µM; in the data active = inhibition above about 8.5%, passing the limit was not always enough
Mtb BioA inh: M. tuberculosis BioA enzyme inhibitors, primary screen, biochemical, plate reader, single point, HTS | 7,8-diaminopelargonic acid synthase BioA (Mycobacterium tuberculosis) | purified M. tuberculosis BioA enzyme | inhibition, % at 9.99 µM | 0.096% of 360,000 active; in the data active = inhibition above about 40%
PrPC TRFRET: inhibitors of human cell surface prion protein PrPC, primary screen, cell-based, TR-FRET; AID 720596, 2013; TR-FRET read-out; Major prion protein (Homo sapiens), P04156; 0.43% of 370,000 active; inhibition, % at 13.8 µM; in the data active = inhibition above about 24%; also: 0% = median of the test wells and 100% = reference compound wells
Rv3671c inh: Rv3671c serine protease inhibitors, primary screen, biochemical, fluorescence polarization, M. tuberculosis H37Rv. 0.048% of 320,000 active. inhibition, % at 5.96 µM. P9WHR9; in the data active = inhibition above about 38%;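 also: extracellular domain of Rv3671c used as enzyme; 0% = enzyme with DMSO and 100% = no enzyme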
Numbers without * were called inactive; · = not tested or not shown.

SMILES	Mtb FBA inh	MazEF act	BoNT-F LC inh	UGM FP inh	GDH-TPI inh	FadD28 binding	Mtb BioA inh	PrPC TRFRET	Rv3671c inh
CCOC(=O)C1CCCN(S(=O)(=O)c2cc3[nH]c(=O)c(=O)[nH]c3cc2C)C1 (stereo not given)	48*	0	-6	-4.5	19	-0.8	-0.9	-7	5
CCN(CC)CCNC(=O)C1CCN(S(=O)(=O)N2CCCCC2)CC1	0	3	-1	0.3	3	0.7	-2.9	3	-16
C/C(=N\Nc1ccc(C(=O)O)cc1)c1ccc(S(=O)(=O)NCc2ccco2)cc1	1	3	·	-1.8	54*	2.4	·	-12	0
CC(C)C1Nc2ccc(C(=O)N3CCN(c4ccccn4)CC3)cc2NC1=O (stereo not given)	0	2	2	-1.3	12	-3.6	-3.8	0	2
O=C(CSc1ccc(Cl)cc1)c1ccco1	1	-1	-13	-1.1	5	1.8	·	·	-6
O=C1OC(/C(=C\Nc2ccc(F)cc2F)[N+](=O)[O-])c2ccccc21 (stereo not given)	7	5	-4	-0.7	13	-4.4	·	-4	1
Clc1ccccc1OCCCCN1CCCCC1	0	16	-22	-1.8	6	-0.9	-0.4	-8	4
CCN(c1ccccc1)S(=O)(=O)c1ccc(NC(=O)c2nc(S(C)(=O)=O)ncc2Cl)cc1	4	12	9	1.7	10	1.2	-2.8	·	-125
COc1ccc(CCN=C(N)NS(=O)(=O)c2ccc(F)cc2)cc1OC	-2	6	-15	-0.2	0	-2.8	0.1	3	16
Cc1cccc(Nc2nc(-c3c(C)nc4ccccn34)cs2)c1	1	-3	-8	-1.4	7	-4.8	-0.8	14	0
COC(=O)C1CCN(c2cc(=O)n(Cc3ccc(F)cc3)c(=O)[nH]2)CC1	1	1	0	-5.8	3	-0.8	-2.8	-4	-5
CCN(CCCNC(=O)C1CCN(S(=O)(=O)c2cccc3nonc23)CC1)Cc1ccccc1	-2	3	-13	0.4	0	-4.3	-1.0	-38	0
COc1cc(C2C(C#N)=C(N)N(c3ccc(F)cc3)C3=C2S(=O)(=O)CC3)ccc1O (stereo not given)	8	19	2	-0.7	7	0.0	·	-26	-3
CC1CCc2nn(CC(=O)NCCCN3CCOCC3)cc2C1 (stereo not given)	-1	7	-7	0.8	7	-2.1	-0.5	6	-9
N#CC1=C(N)SC(N)=C(C#N)C1c1ccnc2ccccc12	7	-78	10	-0.5	9	-3.2	·	0	-11

Arranged by SMILES length (ascending): some entries from above.
SMILES	Mtb FBA inh	MazEF act	BoNT-F LC inh	UGM FP inh	GDH-TPI inh	FadD28 binding	Mtb BioA inh	PrPC TRFRET	Rv3671c inh
O=C(CSc1ccc(Cl)cc1)c1ccco1	1	-1	-13	-1.1	5	1.8	·	·	-6
N#CC1=C(N)SC(N)=C(C#N)C1c1ccnc2ccccc12	7	-78	10	-0.5	9	-3.2	·	0	-11
CC(C)C1Nc2ccc(C(=O)N3CCN(c4ccccn4)CC3)cc2NC1=O (stereo not given)	0	2	2	-1.3	12	-3.6	-3.8	0	2
COc1cc(C2C(C#N)=C(N)N(c3ccc(F)cc3)C3=C2S(=O)(=O)CC3)ccc1O (stereo not given)	8	19	2	-0.7	7	0.0	·	-26	-3

Back to the main list, repeating the five entries before the break.
SMILES	Mtb FBA inh	MazEF act	BoNT-F LC inh	UGM FP inh	GDH-TPI inh	FadD28 binding	Mtb BioA inh	PrPC TRFRET	Rv3671c inh
COC(=O)C1CCN(c2cc(=O)n(Cc3ccc(F)cc3)c(=O)[nH]2)CC1	1	1	0	-5.8	3	-0.8	-2.8	-4	-5
CCN(CCCNC(=O)C1CCN(S(=O)(=O)c2cccc3nonc23)CC1)Cc1ccccc1	-2	3	-13	0.4	0	-4.3	-1.0	-38	0
COc1cc(C2C(C#N)=C(N)N(c3ccc(F)cc3)C3=C2S(=O)(=O)CC3)ccc1O (stereo not given)	8	19	2	-0.7	7	0.0	·	-26	-3
CC1CCc2nn(CC(=O)NCCCN3CCOCC3)cc2C1 (stereo not given)	-1	7	-7	0.8	7	-2.1	-0.5	6	-9
N#CC1=C(N)SC(N)=C(C#N)C1c1ccnc2ccccc12	7	-78	10	-0.5	9	-3.2	·	0	-11
O=c1[nH]c2ccc(NS(=O)(=O)c3ccc([N+](=O)[O-])cc3)cc2[nH]1	3	3	4	1.8	-9	-3.0	-0.6	-22	2
O=C(CSc1nnc(COc2ccc(Cl)cc2)o1)N1CCCCC1	0	0	-23	0.7	-4	1.0	-1.1	-4	11
O=C(Cn1cc(C(F)(F)F)ccc1=O)N/N=C/c1ccc(O)cc1	0	0	-4	-1.9	24	0.8	-1.3	2	6
O=C(Nc1ccc2c(c1)CCC2)c1c(F)cccc1Cl	-1	10	-8	3.8	-2	-2.2	·	5	-2
CCCCCCCCCCCCCC(=O)O	1	0	-9	0.1	3	-0.1	1.6	-6	5
O=C(Nc1ccccc1)c1sc(N2CCOCC2)nc1-c1ccccc1	0	-3	-6	0.5	8	-0.3	·	-11	4
COc1ccc(NC(=O)CN(C)C(=O)c2n[nH]c3ccccc23)cc1	1	-5	12	3.0	-4	-0.3	-2.0	4	0
CC(=O)Oc1cccc(N2C(=O)c3ccc(C(=O)O)cc3C2=O)c1	4	5	4	1.8	6	-0.5	-3.1	10	-4
CCOc1ccccc1-c1nc(CN2CCCN(C(=O)c3ccco3)CC2)c(C)o1	2	-2	-13	-1.8	4	0.4	0.0	3	8
Cc1cccc(NC(=S)N(C)C2CCCCC2)c1	2	8	-6	-1.7	6	-1.1	0.2	-3	11
CC(C)CC(NS(=O)(=O)c1ccc2c(c1)oc(=O)n2C)C(=O)N1CC=C(c2ccccc2)CC1 (stereo not given)	1	4	-1	-1.6	0	-4.2	2.4	-1	-15
Cc1ccc(N)c(C(=O)c2ccc(Br)cc2)c1	0	1	-4	-0.1	0	-1.7	·	-3	-8
COc1ccc(NC2CCCN(C(=O)c3csc(C(C)C)n3)C2)cc1OC (stereo not given)	-2	5	10	-0.8	1	0.0	-0.8	0	-10
CN(C)c1ccc(-c2noc(C3CCN(C(=O)Nc4ccc(Cl)cc4)CC3)n2)cc1	6	-3	0	-0.6	7	-1.4	1.0	6	-4
CN(Cc1cccnc1)Cc1c(C(=O)N2CCc3ccccc3C2)nc2ccc(Cl)cn12	1	-4	-6	0.6	0	4.3	·	-3	-3
COc1cccc(CN(CC2CCCO2)C(=O)c2cc3ccccc3oc2=O)c1 (stereo not given)	4	-1	4	0.4	3	-0.2	·	-7	0
CCOc1ccc(NC(=O)CN(C)C(=O)c2cc(-c3cccs3)nn2-c2ccccc2)cc1OCC	-3	-4	-11	-0.3	-4	-0.9	0.0	5	-2
O=C(/C=C/c1ccc([N+](=O)[O-])cc1)NNC(=O)C1CC1	-6	10	-7	1.8	24	-3.2	-1.2	-20	6
N#CC(=C(O)COC(=O)c1ccc2c(c1)OCCO2)c1nc2ccccc2[nH]1	4	-12	-6	·	11	0.2	·	1	·
COc1cc(NS(=O)(=O)c2ccc(N)cc2)nc(OC)n1	-3	5	-33	-2.5	4	-2.3	1.5	1	0
S=C(NCc1ccco1)NCc1ccccc1Cl	-1	1	-11	2.6	1	-2.5	-1.0	-1	·
CCOc1ccc(S(=O)(=O)N(C)CC(=O)NC2CC2)cc1	1	-1	-6	1.6	2	1.0	-0.1	4	3
Cc1[nH]n(-c2ccccc2)c(=O)c1C=Nc1cccc(F)c1	-1	4	-5	4.1	32*	-1.1	6.5	4	-15
COc1cc2c(cc1OC)CN(C(=O)CSc1n[nH]c(N)n1)CC2	2	4	-4	-2.0	3	0.6	-3.7	-4	8
O=C(CCc1ccccc1)Nc1ncc([N+](=O)[O-])s1	-3	-2	1	1.6	13	-0.4	2.6	-3	-7
CCOC(=O)C1CCCN(C(=O)c2cn(-c3ccccc3)nc2-c2cccnc2)C1 (stereo not given)	6	1	-6	-0.6	1	1.8	·	0	-6
CCOC(=O)N1CCN(c2c(NCCN3CCCCC3CC)c(=O)c2=O)CC1 (stereo not given)	5	1	-14	2.4	0	-0.4	-1.9	1	-4
C=C(C)Cn1c(NCCOC)nc2c1c(=O)[nH]c(=O)n2C	2	5	-12	-1.5	2	-0.2	-0.6	6	6
CC1CCN(Cc2nnnn2CCCC(=O)NC(c2ccccn2)C(F)(F)F)CC1 (stereo not given)	0	3	-24	0.7	-4	-4.4	1.1	3	-8
CS(=O)(=O)c1ccccc1C(=O)Nc1ccc(S(=O)(=O)N2CCCC2)cc1	-3	8	-2	-1.0	4	-3.4	-0.3	0	5
c1ccc(Cn2c(CN3CCCC3)nc3ccccc32)cc1	-1	1	34	0.2	-14	-2.3	0.4	-11	-4
COc1ccc(OCc2cc(=O)[nH]c3ccccc23)cc1	-2	4	-5	2.2	2	-2.7	-1.7	12	-4
CCn1c(SCC(=O)NCc2ccco2)nnc1C1CCCC1	2	-1	-4	0.9	0	-1.4	-1.5	-3	-1
CNc1nc2c3ccccc3n(C(C)=O)c2s1	0	13	-13	-0.6	8	-0.2	-0.7	4	-6
O=C(CN1CCCC1)Nc1ccc(-c2nc3cc(NC(=O)CN4CCCC4)ccc3o2)cc1	107*	1	-8	2.2	24	-0.8	-0.4	-8	-7
CCOC(=O)c1sc(NC(=O)C2CC(=O)N(c3ccc(OCC)cc3)C2)nc1C (stereo not given)	1	7	24	-0.8	5	-3.0	-1.9	-4	8
CC(C)c1ccc(N2CC(C)(C)C2=O)cc1	5	5	0	0.1	-9	-2.0	-0.7	10	27
CC(OC(=O)C1CSC2(C)CCC(=O)N12)C(=O)Nc1ccc(F)cc1 (stereo not given)	2	5	5	-1.4	1	-0.4	-6.4	3	-7
COc1ccccc1OCC(=O)Nc1nc2c(s1)CCCC2	-1	-4	1	4.4	-13	-3.6	0.0	-5	-1
N#C/C(=C\c1cn(CCOc2ccccc2)c2ccccc12)C(=O)NCc1ccco1	-2	8	-16	2.2	16	0.6	·	0	11
CC(Sc1nc2ccccc2s1)C(=O)NCc1ccc2c(c1)OCO2 (stereo not given)	-1	0	0	-1.8	-5	-0.6	·	2	8
CC(C)=NNc1nc(-c2ccccc2)c(C)s1	5	-7	-2	-1.4	2	-3.4	·	-7	7
CCNc1nc(SCC(=O)Nc2ccc(Cl)c(Cl)c2)nc(N2CCOCC2)n1	2	11	-1	-0.7	-4	-0.3	17	8	-25
COc1ccc(OC)c(N2C(=O)CC(C(C)c3ccccc3)C2=O)c1 (stereo not given)	-1	-4	-4	-0.7	-3	-2.7	-1.3	-2	1
O=C(Nc1cccc(S(=O)(=O)N2CCOCC2)c1)[C@@H]1CCCN1S(=O)(=O)c1ccc(Cl)cc1	-2	-4	-6	3.6	-1	-1.9	·	7	-3

Source: PubChem (several laboratories)
